LmPK inh = blocks Leishmania mexicana pyruvate kinase activity; purified LmPK, Kinase-Glo ATP luminescence, 1 h; Potency, µM (top dose mostly 57.5 µM), inactives show at the top dose activity change, negative = inhibition, most hits filed as inhibitors; hit rate 0.37% among 290,000; note: potency is the fitted concentration of half-maximal effect; % is set by controls: 0 for no effect and ±100 for the full control effect
Target sequence (Q27686 whole entry, looked up): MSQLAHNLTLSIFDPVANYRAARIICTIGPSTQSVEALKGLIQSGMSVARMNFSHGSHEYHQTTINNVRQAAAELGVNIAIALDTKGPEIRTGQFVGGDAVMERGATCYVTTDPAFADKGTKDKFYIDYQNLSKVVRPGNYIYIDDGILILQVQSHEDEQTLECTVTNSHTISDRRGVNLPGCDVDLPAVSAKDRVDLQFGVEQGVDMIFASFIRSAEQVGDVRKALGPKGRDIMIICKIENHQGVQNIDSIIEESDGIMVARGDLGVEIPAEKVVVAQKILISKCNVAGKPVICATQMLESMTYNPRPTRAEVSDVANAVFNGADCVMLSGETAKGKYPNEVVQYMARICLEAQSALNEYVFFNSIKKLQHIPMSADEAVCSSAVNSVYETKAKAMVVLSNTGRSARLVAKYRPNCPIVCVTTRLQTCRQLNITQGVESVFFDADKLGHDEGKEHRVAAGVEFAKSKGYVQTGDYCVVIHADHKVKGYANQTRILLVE
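0.1 nM LmPK, 0.5 mM PEP, 0.1 mM ADP; 50 mM imidazole pH 7.2, 7 mM MgCl2, 50 mM KCl; 1 h RT. Kinase-Glo luminescence readout, normalized to no-enzyme (full inhibition) and uninhibited wells.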
CHX counter = counter-screen hit for Shiga toxin inhibitors, cycloheximide. cell reporter, cycloheximide protein synthesis inhibition counterscreen. max response, %. hit rate 12% among 300,000; in the data active = max response mostly above about 13%, no sharp cut-off; inactive = mostly below about 14%; note: read at 38.3 µM for the half of the compounds with a filed dose; 0% is about no effect
Pf growth 96h = P. falciparum growth inhibition at 96 hour, primary screen for plastid delayed-death inhibitors; P. falciparum luciferase reporter growth, 96 h; Potency, µM (highest dose often 28.7 µM), without a hit: top-dose activity change, negative = inhibition, most hits filed as inhibitors; hit rate 6.9% among 320,000; note: potency is the fitted concentration of half-maximal effect; % is set by controls: 0 for no effect and ±100 for the full control effect
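Infected RBCs, 2% Hct / 0.05% parasitemia final; luciferase-reporter P. falciparum; cpd 96 h, 37 C, 5% CO2; luciferase detection reagent; luminescence.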
Tb PYK inh = inhibitors of Trypanosoma brucei pyruvate kinase. hit rate 0.12% among 410,000. TbPYK enzyme, Kinase-Glo Plus ATP luminescence, 45 min. Potency, µM (highest dose often 76.8 µM), for inactives: at the top dose activity, negative = inhibition, most hits filed as inhibitors. AID 624173; note: potency is the fitted concentration of half-maximal effect; % is set by controls: 0 for no effect and ±100 for the full control effect; nearly all actives have a fitted effect of over 50% in size
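Enzyme and substrate buffer are dispensed first and compound is pin-transferred. ADP at 130 uM final then starts the reaction, which runs 45 min at room temperature. Detection reagent is added for 10 min before luminescence is imaged.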
Pf growth 48h = inhibits P. falciparum growth in the first generation, 48 h. P. falciparum luciferase growth in erythrocytes, 48 h. AID 504832. Potency, µM (series often up to 28.7 µM), inactives show at the top dose activity change, negative = inhibition, actives largely listed as inhibitors. hit rate 5.9% among 310,000; note: potency is the fitted concentration of half-maximal effect; % is set by controls: 0 for no effect and ±100 for the full control effect
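Here the parasites carry a stable luciferase gene and grow inside erythrocytes in Albumax-based RPMI medium with compound for one erythrocytic cycle. Activity is scored as loss of luminescent signal.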
AMA1-RON2 inh = inhibitors of Plasmodium falciparum AMA1-RON2 interaction. AlphaScreen AMA1-biotinylated RON2 peptide binding. Potency, µM (top dose mostly 58.2 µM), inactives show top-dose activity change, negative = inhibition, usual class: inhibitors. hit rate 0.2% among 360,000;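 note: potency is the fitted concentration of half-maximal effect; 0% = vehicle wells and -100% = peptide control; nearly all actives have a fitted effect of over 45% in size; some results filed as inactive show a strong effect at the top dose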
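AMA1 (3D7) with his tag at 25 nM final met compounds first, then biotinylated RON2 peptide at 25 nM; detection used donor plus acceptor beads, 10 µg/mL apiece, read by AlphaScreen after 30 min at room temperature.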
Shiga inhibitor = Shiga toxin inhibition; Vero cells, Shiga toxin protein synthesis inhibition reporter; inhibition, % at 38.7 µM; hit rate 9.2% among 290,000; in the data active = inhibition mostly above about 28%, no sharp cut-off; inactive = mostly below about 43%; note: 0% is about no effect
* = called active by the depositor; [ ] = remark or other dose. Unless noted, calls come from the whole dose curve; as a rule, active = well fitted curve in the direction sought with a large enough effect; inconclusive = small, poorly fitted or top-dose-only effect, or another doubt; inactive = no such curve, though single readings can be large; an effect the other way counts as inactive or inconclusive. Hits appear at their usual frequency, and some 21% of all compounds hit somewhere here.

`Nc1nc(Cl)cc(Sc2ccc(F)cc2)n1` gave LmPK inh 8.0%, CHX counter 0.3, Pf growth 96h 0.6%, Tb PYK inh -0.9%, Pf growth 48h inconclusive, AMA1-RON2 inh 12.7% and Shiga inhibitor 20.7.
For CC(C)C[C@H]1CN=C(Nc2ccccc2)N1CC1CCC(C(C)(C)C)CC1 (some centres undefined) the results were Pf growth 96h 7.38µM*, Tb PYK inh -5.8%, Pf growth 48h 8.28µM* and AMA1-RON2 inh -10.9%.
O=C(Nc1ccccc1Oc1ccccc1)c1ccc(Br)o1 was read as LmPK inh -9.3%, CHX counter -1.3, Pf growth 96h 33.3%[activator], Tb PYK inh 1.4%, Pf growth 48h 5.3%, AMA1-RON2 inh 1.6% and Shiga inhibitor -12.5.
For O=C(Nc1nncs1)C1(c2ccccc2)CCCC1 the results were LmPK inh -0.5%, CHX counter -2.8, Pf growth 96h 14.9%, Tb PYK inh inconclusive, Pf growth 48h inconclusive, AMA1-RON2 inh 6.6% and Shiga inhibitor 0.6.
Screening CCOc1cc(NC(=O)c2cccs2)c(OCC)cc1NC(=O)CCC(=O)NCCN1CCOCC1 returned LmPK inh 0.4%, CHX counter -1.3, Pf growth 96h inconclusive, Tb PYK inh 2.4%, Pf growth 48h 10.7%, AMA1-RON2 inh 10.8% and Shiga inhibitor -3.3.
Screening Cc1ccc(Cl)cc1N1CCN(C(=O)c2cc3c(=O)[nH]c4ccccc4c3n2C)CC1 returned LmPK inh 4.5%, CHX counter -2.4, Pf growth 96h 9.28µM*, Tb PYK inh 13.8%, Pf growth 48h inconclusive, AMA1-RON2 inh 5.8% and Shiga inhibitor 14.2.
For O=c1[nH]c2cc3c(cc2cc1C(c1nnnn1Cc1ccccc1)N1CCCCCC1)OCCO3 (centres undefined) the results were LmPK inh 15.9%, CHX counter -4.1, Pf growth 96h inconclusive, Tb PYK inh 3.8%, AMA1-RON2 inh -3.3% and Shiga inhibitor -14.0.
For CCN1C(=O)/C(=C\N2CCN(c3cccc(Cl)c3)CC2)SC1=S the results were LmPK inh 0.5%, CHX counter -3.7, Pf growth 96h 51.9%[activator], Tb PYK inh -6.0%, Pf growth 48h 4.4%, AMA1-RON2 inh 0.0% and Shiga inhibitor -1.1.
`COc1ccc(-c2sc3cc(OC)c(OC)cc3c2C#CCCO)cc1` gave Pf growth 96h inconclusive, Tb PYK inh -1.8%, Pf growth 48h inconclusive and AMA1-RON2 inh -11.6%.
`CC(=O)c1cccc(NC(=O)C(C)OC(=O)CCn2c(C)csc2=O)c1` (centres undefined) gave Pf growth 96h -28.0%, Tb PYK inh 6.6%, Pf growth 48h -20.8% and AMA1-RON2 inh 13.2%.
For CCOc1ccc(CCNC(=O)COC(=O)c2ccc(C)c([N+](=O)[O-])c2)cc1OCC the results were LmPK inh 3.6%, CHX counter -2.6, Pf growth 96h inconclusive, Tb PYK inh -0.1%, Pf growth 48h 27.0%, AMA1-RON2 inh -2.0% and Shiga inhibitor -11.1.
`Cc1ccc(S(=O)(=O)N2CCN(C(=O)CN3C(=O)NC4(CCCCC4)C3=O)CC2)c(C)c1` gave Pf growth 96h 1.9%, Tb PYK inh -5.4%, Pf growth 48h 8.3% and AMA1-RON2 inh -3.4%.

In the list so far, these contain an NH in an aromatic ring:
Screening Cc1ccc(Cl)cc1N1CCN(C(=O)c2cc3c(=O)[nH]c4ccccc4c3n2C)CC1 returned LmPK inh 4.5%, CHX counter -2.4, Pf growth 96h 9.28µM*, Tb PYK inh 13.8%, Pf growth 48h inconclusive, AMA1-RON2 inh 5.8% and Shiga inhibitor 14.2.
For O=c1[nH]c2cc3c(cc2cc1C(c1nnnn1Cc1ccccc1)N1CCCCCC1)OCCO3 (centres undefined) the results were LmPK inh 15.9%, CHX counter -4.1, Pf growth 96h inconclusive, Tb PYK inh 3.8%, AMA1-RON2 inh -3.3% and Shiga inhibitor -14.0.

Additional compounds
`CCc1cccc(CC)c1NC(=S)NCCc1c(C)[nH]c2ccc(C)cc12` gave LmPK inh -5.5%, CHX counter 7.2, Pf growth 96h 10.4µM*, Tb PYK inh -1.9%, Pf growth 48h inconclusive, AMA1-RON2 inh 42.8%[activator] and Shiga inhibitor 23.4.
CCc1nnc(NC(=O)c2ccc(S(=O)(=O)N3CCCC(C)C3)cc2)o1 (centres undefined) was read as LmPK inh 1.1%, CHX counter -2.2, Pf growth 96h inconclusive, Tb PYK inh -0.6%, Pf growth 48h inconclusive, AMA1-RON2 inh 51.7%[activator] and Shiga inhibitor -6.5.
C=CCn1c(CC(=O)Nc2cccc(OC)c2)nnc1SCC(=O)NC1CCCCC1 was read as LmPK inh 0.9%, CHX counter -1.6, Pf growth 96h 0.0%, Tb PYK inh 2.4%, Pf growth 48h -24.2%, AMA1-RON2 inh 3.6% and Shiga inhibitor 0.0.
[O-][N+]1=C(c2cccs2)CN(O)C1 was read as LmPK inh -0.6%, CHX counter -8.2, Pf growth 96h 1.65µM*, Tb PYK inh -4.0%, Pf growth 48h -1.2%, AMA1-RON2 inh -0.5% and Shiga inhibitor -19.2.
`[O-][n+]1onc2c1CCc1c-2nc(-c2ccccc2)n1OCc1ccccc1` gave LmPK inh 0.4%, CHX counter -2.5, Pf growth 96h -10.6%, Tb PYK inh -9.1%, Pf growth 48h 0.6%, AMA1-RON2 inh 0.0% and Shiga inhibitor -7.6.
`COc1cc(NC(=O)c2cccs2)c(C(=O)OCC(=O)NC(=O)NCc2ccccc2)cc1OC` gave LmPK inh 5.7%, CHX counter -5.2, Pf growth 96h -14.2%, Tb PYK inh -8.0%, AMA1-RON2 inh 2.9% and Shiga inhibitor 23.4.
For CCOc1ncccc1C(=O)Nc1nnc(C)s1 the results were LmPK inh 3.2%, CHX counter -0.5, Pf growth 96h 56.8%[activator], Tb PYK inh 3.1%, Pf growth 48h -15.5%, AMA1-RON2 inh -10.6% and Shiga inhibitor 22.5.
Screening O=C(CNC(=O)c1ccco1)NCC(=O)OCC(=O)c1ccc(Cl)c([N+](=O)[O-])c1 returned LmPK inh 0.7%, CHX counter -1.1, Pf growth 96h 33.1%[activator], Tb PYK inh -1.4%, Pf growth 48h 12.1%, AMA1-RON2 inh 0.0% and Shiga inhibitor -6.5.
Cc1ccnn1CC(=O)N/N=C/c1ccc2c(c1)OCO2 was read as LmPK inh -0.2%, CHX counter 17.9*, Pf growth 96h 13.7%, Tb PYK inh -10.5%, Pf growth 48h 13.0%, AMA1-RON2 inh 12.5% and Shiga inhibitor 37.3.
Cc1c(CN2CCC(n3nccc3NC(=O)c3cccc(F)c3)CC2)cnn1C was read as LmPK inh 0.2%, CHX counter -2.6, Pf growth 96h inconclusive, Tb PYK inh -6.6%, Pf growth 48h inconclusive, AMA1-RON2 inh 15.2% and Shiga inhibitor -1.5.
Screening COc1cccc(CC(NC(C)=O)C(=O)NC2CCN(S(=O)(=O)c3cccc4ccccc34)CC2)c1 (centres undefined) returned LmPK inh 1.4%, CHX counter -1.5, Pf growth 96h 11.7µM*, Tb PYK inh 1.5%, AMA1-RON2 inh 1.1% and Shiga inhibitor -13.7.
For CCOC(=O)c1cccc(NC(=O)CCn2cccc2)c1 the results were LmPK inh 1.2%, CHX counter 1.7, Pf growth 96h 16.3%, Tb PYK inh -5.1%, Pf growth 48h 0.2%, AMA1-RON2 inh 28.6% and Shiga inhibitor 13.8.
CCOC(=O)Cn1nnc(-c2ccc(S(C)(=O)=O)cc2)n1 was read as LmPK inh -0.8%, CHX counter -5.2, Pf growth 96h -1.7%, Tb PYK inh 0.1%, Pf growth 48h 22.4%, AMA1-RON2 inh 1.0% and Shiga inhibitor -25.6.
For CC(C)COc1ccc(C(=O)Nc2cc(S(=O)(=O)N3CCOCC3)ccc2N2CCCC2)cc1 the results were Pf growth 96h inconclusive, Tb PYK inh -1.4%, Pf growth 48h 8.28µM* and AMA1-RON2 inh -3.1%.
Screening Cc1ccccc1N1CC(C(=O)Nc2ccc(S(=O)(=O)N3CCOCC3)cc2)CC1=O (centres undefined) returned LmPK inh -1.2%, CHX counter -6.1, Pf growth 96h 36.4%[activator], Tb PYK inh 0.8%, Pf growth 48h -16.3%, AMA1-RON2 inh 2.8% and Shiga inhibitor -5.4.
O=c1oc(-c2ccco2)nc2ccccc12 was read as LmPK inh -11.9%, CHX counter 9.7, Tb PYK inh 4.2%, Pf growth 48h 12.2%, AMA1-RON2 inh 8.7% and Shiga inhibitor -10.4.
For Cc1oc(-c2cc(F)ccc2F)nc1CN1CCCN(C(=O)c2ccco2)CC1 the results were LmPK inh 4.2%, CHX counter -3.6, Pf growth 96h inconclusive, Tb PYK inh -1.6%, Pf growth 48h -6.1%, AMA1-RON2 inh -10.5% and Shiga inhibitor -6.0.
NC(=O)N/N=C/c1cc(F)cc(F)c1 was read as LmPK inh -3.4%, CHX counter -1.9, Pf growth 96h 11.8%, Tb PYK inh 3.0%, Pf growth 48h 60.2%[activator], AMA1-RON2 inh 0.0% and Shiga inhibitor -4.8.
Cc1cc(-c2nnc(SCC(=O)N3C(C)CCCC3C)o2)no1 (centres undefined) was read as LmPK inh -8.4%, CHX counter -1.6, Tb PYK inh 3.3%, Pf growth 48h -4.0%, AMA1-RON2 inh -0.7% and Shiga inhibitor 23.1.
`O=CN1CCN(C(=O)CN2C(=O)c3ccccc3C2=O)CC1` gave LmPK inh -7.1%, CHX counter -1.7, Pf growth 96h inconclusive, Tb PYK inh -3.0%, Pf growth 48h 13.1%, AMA1-RON2 inh -2.1% and Shiga inhibitor 4.3.
For COc1ccc(C)cc1NC(=O)CC1COc2ccccc2O1 (centres undefined) the results were LmPK inh 1.0%, CHX counter 4.2, Pf growth 96h 12.6%, Tb PYK inh -8.6%, Pf growth 48h -11.7%, AMA1-RON2 inh -22.1% and Shiga inhibitor 1.4.
`Cc1cc(O)c2c(c1)C(=O)C13C(=C2O)C(=O)[C@H]2[C@@H](O)[C@@H]1[C@H]1[C@H](O)[C@@H]3C(=O)C3=C(O)c4c(O)cc(C)cc4C(=O)C312` (some centres undefined) gave Pf growth 96h 3.29µM*, Tb PYK inh -2.8%, Pf growth 48h 4.15µM* and AMA1-RON2 inh 74.7%[activator].
`O=C(COc1ccc(-c2ccccc2)cc1)N1CCN(C(=O)c2cccnc2)CC1` gave LmPK inh 1.2%, CHX counter -2.8, Pf growth 96h -15.8%, Tb PYK inh -3.9%, Pf growth 48h -7.6%, AMA1-RON2 inh 0.5% and Shiga inhibitor 12.1.
Screening Cc1cccc(N(CC(=O)NC2CC2)S(=O)(=O)c2ccc(Cl)cc2)c1 returned LmPK inh -2.9%, CHX counter -1.1, Pf growth 96h inconclusive, Tb PYK inh -7.1%, Pf growth 48h -8.1%, AMA1-RON2 inh -13.0% and Shiga inhibitor -18.1.

Not a retest: entries from further up.
`Cc1cc(O)c2c(c1)C(=O)C13C(=C2O)C(=O)[C@H]2[C@@H](O)[C@@H]1[C@H]1[C@H](O)[C@@H]3C(=O)C3=C(O)c4c(O)cc(C)cc4C(=O)C312` (some centres undefined) gave Pf growth 96h 3.29µM*, Tb PYK inh -2.8%, Pf growth 48h 4.15µM* and AMA1-RON2 inh 74.7%[activator].
`O=C(COc1ccc(-c2ccccc2)cc1)N1CCN(C(=O)c2cccnc2)CC1` gave LmPK inh 1.2%, CHX counter -2.8, Pf growth 96h -15.8%, Tb PYK inh -3.9%, Pf growth 48h -7.6%, AMA1-RON2 inh 0.5% and Shiga inhibitor 12.1.

From PubChem BioAssay
